GalR3 antag: antagonists of human GalR3. hit rate 0.44% among 360,000. inhibition, % at 3 µM. O60755. HEK293 GalR3-CNG cAMP membrane potential fluorescence; galR3 body fused to GalR1 C-terminus;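 active means inhibition above the screen-wide average plus 3 SD, cut at about 13% in these data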;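 further: forskolin and galanin both at EC90 stimulate the cells; cAMP rise reported by CNG channel membrane potential dye signal; 0% = forskolin plus galanin with DMSO and 100% = forskolin alone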
Target sequence (O60755 1-299 limits assumed): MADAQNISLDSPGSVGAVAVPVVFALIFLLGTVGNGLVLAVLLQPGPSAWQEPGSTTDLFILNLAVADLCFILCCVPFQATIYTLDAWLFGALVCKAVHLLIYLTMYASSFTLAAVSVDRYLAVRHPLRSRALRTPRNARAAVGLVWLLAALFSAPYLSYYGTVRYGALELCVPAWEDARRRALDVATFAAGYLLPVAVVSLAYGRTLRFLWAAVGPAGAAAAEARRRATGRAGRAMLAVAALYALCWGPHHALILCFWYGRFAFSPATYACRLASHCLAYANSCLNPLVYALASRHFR
* marks the source's active call; other numbers are inactive results. The list is partial, so the mix of outcomes need not match the whole.

SMILES | GalR3 antag
COc1ccc(N2c3ccccc3CN(Cc3ccccc3)CC2Cc2cc(OC)c(OC)c(OC)c2)cc1 (stereo unspecified) | -4.8
Cc1nc(SCC(=O)c2cc(C)n(C3CC3)c2C)c2ccccc2n1 | -7.1
C#CCNC(=O)C[C@@H]1C[C@@]2(C(=O)OCC)CCCC=C2N(Cc2ccc3c(c2)OCO3)C1=O | -6.3
Cc1cccc(C(=O)OCC(=O)Nc2sccc2C(N)=O)c1C | -5.3
O=S(=O)(c1ccc(C(F)(F)F)cc1)N1CCCc2nc(-c3ccc(Br)cc3)ccc21 | -0.2
O=C(CC1CCCC1)N1CCN(S(=O)(=O)c2cccc(F)c2)CC1 | -2.3
Cc1cccc(C)c1NC(=O)C(C1CC1)n1c(=O)c(-c2ccco2)nc2ccccc21 (stereo unspecified) | -5.6
CCN(CC)C(=O)C1=C(C)N(Cc2ccc(F)cc2)C(=O)C(CC(=O)NC2CCCCC2)C1 (stereo unspecified) | -0.2
CN(C(=O)c1ccc(NC(=O)Cc2cccc(NC(=O)C3CCN(C(=O)C4CCCC4)CC3)c2)cc1)C1CC1 | -6.3
CC(C)CNC(=O)c1cccc2c(-c3cccnc3)coc12 | -0.9
C[C@@H]1CN([C@@H](C)CO)C(=O)CCCn2nncc2CO[C@H]1CN(C)C | -6.3
CC(=O)Oc1ccc(Cn2c(C)c(C(=O)NCc3cccc(C(F)(F)F)c3)sc2=O)cc1 | -2.7
CCOc1ccc(OCCCC(=O)Nc2cc(S(=O)(=O)N3CCOCC3)ccc2N2CCOCC2)cc1 | 0.3
CC(=O)Oc1ccc2c(c1)C(=O)CCCCCC(=O)O2 | 2.9
O=C(Cc1cccc(NC(=O)C2CCN(C(=O)C3CC3)CC2)c1)Nc1cccc(C(=O)N2CCCCC2)c1 | 4.8
COc1ccc(S(=O)(=O)Nc2ccc3c(c2)C(=O)N([C@@H](C)CO)C[C@@H](C)[C@H](CN(C)C(=O)CCCN(C)C)OCCCC[C@H](C)O3)cc1 | -5.6
COc1c(C)cc(C(O)c2ncc(-c3ccc(Cl)cc3)[nH]2)cc1C (stereo unspecified) | 2.0
CC1(c2nnnn2Cc2ccccc2)CCC(=O)N1CCCn1ccnc1 (stereo unspecified) | -2.7
COc1cc(C(=O)NC2CCN(C)CC2)ccc1Nc1ncc2c(n1)N(C1CCCCC1)CCC(=O)N2C | 19.4*
CCOC(=O)C1(C)CCCN(C(=O)c2ccc(F)c(Cl)c2)C1 (stereo unspecified) | -4.8
O=C(CN1C(=O)c2ccccc2S1(=O)=O)Nc1ncc([N+](=O)[O-])s1 | 0.7
COc1ccc(CN(CCC(C)C)S(=O)(=O)c2ccccc2Br)c(OC)c1 | -5.1
COc1ccc([C@@H]2CC(=O)[C@@H]3CN(S(=O)(=O)c4ccc(C)cc4)[C@H](c4ccccc4)C[C@@H]3N2S(=O)(=O)c2ccccc2)cc1 | -5.4
Nc1ncnc2c1ncn2[C@@H]1O[C@H](C(=O)N[C@@H](CO)Cc2ccccc2)[C@@H](O)[C@H]1O | 0.9

In another format: entries from further up
O=C(Cc1cccc(NC(=O)C2CCN(C(=O)C3CC3)CC2)c1)Nc1cccc(C(=O)N2CCCCC2)c1
- GalR3 antag = 4.8

COc1ccc([C@@H]2CC(=O)[C@@H]3CN(S(=O)(=O)c4ccc(C)cc4)[C@H](c4ccccc4)C[C@@H]3N2S(=O)(=O)c2ccccc2)cc1
- GalR3 antag = -5.4

Next part:
SMILES | GalR3 antag
COc1ccccc1CC(=O)NN1C(=O)NC2(CCC(C)CC2)C1=O (stereo unspecified) | -2.8
Nc1ncnc2c1ncn2[C@@H]1O[C@H](CNC(=O)[C@H]2CCC(=O)N2)[C@@H](O)[C@H]1O | -6.1
COc1ccc(NC(=O)c2ccc(-c3ccc(F)cc3)o2)cc1OC | -2.1
COC(=O)[C@]12CCCCC=C1N(Cc1ccccc1)C(=O)[C@H](CC(=O)N1CCOCC1)C2 | -6.0
Cc1cccc(C)c1NC(=O)c1csc([C@@H]2O[C@H](CO)[C@H](O)[C@H](O)[C@H]2O)n1 | -4.5
O=C(CCNC(=O)c1ccccc1Cl)Nc1ccc(S(=O)(=O)N2CCOCC2)cc1 | -8.1
COc1ccc([N+](=O)[O-])c(C=CC(=O)c2ccccn2)c1 | 5.2
Cc1ccsc1C(=O)N1CCC1(C)C(=O)NCc1cccnc1 (stereo unspecified) | -8.4
CCC1NC(=O)c2cccnc2-n2c1nc1cc(F)ccc1c2=O (stereo unspecified) | -5.7
Cc1cc(O)cc(=O)n1-c1cccc(Br)c1 | -5.5
Cc1ccc(NC(=O)C2(C)CCN2C(=O)Cc2ccc(C(C)(C)C)cc2)cc1C (stereo unspecified) | -6.3
CCc1nnc(NC(=O)[C@@H](NS(=O)(=O)c2ccc3c(c2)OCCO3)C(C)C)s1 | -2.3
COc1ccc([C@H]2C[C@@H](O)[C@H](n3cc(-c4ccc(F)cc4)nn3)CN2C(=O)C2CCCCC2)cc1 | -5.0
COc1ccc(-c2noc(CCC(=O)N3CCN(c4ccccc4C(F)(F)F)CC3)n2)cc1 | -5.2
CC(C)C[C@@H](CN1CCC[C@@H]1CN1C(=O)C(=O)NC[C@@H]1Cc1ccccc1)N1C[C@H](Cc2ccccc2)N(CC2CCCCCC2)C(=O)C1=O | -5.0
CC(=O)c1ccc(S(=O)(=O)N(CC(=O)NC2CC2)Cc2ccc(F)cc2)cc1 | 5.9
COC(=O)[C@@H](NS(=O)(=O)c1ccc(F)cc1Br)C(C)C | -4.1
CCOC(=O)N1CCN(C(=O)C[C@@H]2C[C@@]3(C(=O)OC)CC(C)(C)CC=C3N(Cc3cccc4ccccc34)C2=O)CC1 | 1.9
C[C@@H]1CCCCO[C@@H](CN(C)Cc2ccncc2)[C@@H](C)CN([C@H](C)CO)C(=O)c2cc(NC(=O)c3ccccc3)ccc2O1 | -4.2
COC(=O)[C@]12C[C@H](CC(=O)NCc3cccc4ccccc34)C(=O)N(CCC3=CCCCC3)C1=C[C@H](COCc1ccccc1)O[C@@H]2C | -7.1
CCCCCCN1CCN(C2CN(Cc3cn(Cc4cccc(Cl)c4)nn3)S(=O)(=O)C2)CC1 (stereo unspecified) | -3.4
COc1ccc(-c2c(C#N)cnc(C)c2C)c(O)c1OC | -4.3
COc1ccccc1Cn1c(=S)[nH]c2cc(C(=O)N3CC(C)CC(C)C3)ccc2c1=O (stereo unspecified) | -5.7
O=C(NCc1cccc(C(F)(F)F)c1)c1csc([C@@H]2O[C@H](CO)[C@H](O)[C@H](O)[C@H]2O)n1 | -5.9

Brought forward from above: two entries; new compounds follow.
SMILES | GalR3 antag
COc1ccccc1Cn1c(=S)[nH]c2cc(C(=O)N3CC(C)CC(C)C3)ccc2c1=O (stereo unspecified) | -5.7
O=C(NCc1cccc(C(F)(F)F)c1)c1csc([C@@H]2O[C@H](CO)[C@H](O)[C@H](O)[C@H]2O)n1 | -5.9
Cc1ccc(CN2C(=O)C[C@@H](NC(=O)OCC3c4ccccc4-c4ccccc43)C/C=C\C2c2ccc(C)cc2)cc1 (stereo partly specified) | 5.0
Nc1nccc(NCCSCc2ccccc2)n1 | -7.9
CSc1ncnc2c1ncn2CCCNCc1ccco1 | -8.0
CC(=O)Nc1cc(-c2cccc(NS(C)(=O)=O)c2)cn2c(-c3cccc(C(C)=O)c3)cnc12 | -5.9
CCNC(=O)C1(C)CCN(C(=O)c2cccc(Cl)c2)C1 (stereo unspecified) | -1.6
COc1ccc2c(c1)C(=O)C1(CC2)OC1c1cccnc1 (stereo unspecified) | -4.2
O=[N+]([O-])c1ccc(N=NNc2ccc([N+](=O)[O-])cc2)cc1 | -5.5
Cc1c(NC(=O)c2cccc(S(=O)(=O)N(C)c3ccccc3)c2)c(=O)n(-c2ccccc2)n1C | -0.8
CN1CCCCC1(C)C(=O)NCc1cc(Cl)ccc1F (stereo unspecified) | -3.5
COc1ccc(C2CC(=O)C(c3ccc(C)cc3)=CN2Cc2ccccc2)cc1 (stereo unspecified) | -8.1
O=C(CCNC(=O)N1CC(=O)Nc2ccccc21)NCc1cccc(C(F)(F)F)c1 | -8.1
COc1ccc(CC(N)c2csc(NC(=O)NC(c3ccccc3)c3ccccc3)n2)cc1 (stereo unspecified) | 0.4
Cc1ccc(C2(SCC(N)C(=O)O)c3ccccc3-c3ccccc32)cc1 (stereo unspecified) | 3.0
OC(c1ccccc1)C(Nc1ccccn1)c1ccccc1 (stereo unspecified) | -4.0
COc1ccccc1Cn1c(C)c(C(=O)NCc2ccc(C#N)cc2)sc1=O | 0.6
O=Cc1cccc(OCc2cn(CC(=O)c3ccc(O)cc3)nn2)c1 | -6.6
CC(C=CC(O)=C1C(=O)CNC1=O)=C[C@@H](C)C1OC2(C)OC(C(=O)C3O[C@@]32C)C1C (stereo partly specified) | -5.7
COc1ccc2[nH]c3c(c2c1)CCN1C(=O)C(CC(=O)NCCCN(C)C)C[C@H](C(=O)N(C(C)C)C(C)C)[C@@]31C (stereo partly specified) | -0.1
COc1cccc(/C=N/NC(=O)c2ccc(-n3cnnn3)cc2)c1 | -1.9
CS(=O)(=O)Nc1cccc(-c2cc(NC=O)c3ncc(-c4ccc(F)cc4)n3c2)c1 | -6.1
CCOC(=O)[C@]12CCC=C1N(Cc1ccco1)C(=O)[C@H](CC(=O)NCCCCc1ccccc1)C2 | -3.7
COC(=O)[C@@]1(Cc2ccccc2)[C@H]2C(=O)N(C)C(=O)[C@H]2[C@H]2CN=C(SCc3ccc(C#N)cc3)N21 | -5.9
COCCNC(=O)C1(C)CCN(C(=O)c2cccc(C)c2C)C1 (stereo unspecified) | -3.9
Cc1cccc(C)c1NC(=O)C(c1ccnc2ccccc12)N1CCN(CCN(C)C)CC1 (stereo unspecified) | -8.3
COc1ccccc1NC(=O)OC[C@@H]1CSCCS(=O)(=O)N1 | -3.3
CC1(C(=O)Nc2ccc3c(c2)OCCO3)CCN1C(=O)CC1CCCC1 (stereo unspecified) | -4.2
COc1ccccc1N1CCN(S(=O)(=O)CCNC(=O)c2cccs2)CC1 | 0.9
CC(=O)N1Cc2ccccc2CC1C(=O)OCC(=O)c1c(N)n(C)c(=O)n(C)c1=O (stereo unspecified) | -4.6
O=C(C[C@@H]1C=C[C@@H](NC(=O)C2CC2)[C@@H](CO)O1)NCc1ccccc1Cl | -5.1
COc1ccccc1C(NC(=O)C1CCN(CCOc2ccc(Cl)cc2Cl)CC1)c1ccccn1 (stereo unspecified) | -8.2
CC(C)(C)C1CCC(=O)N2CCC[C@]2(c2ccccc2)C1 (stereo partly specified) | -8.3
Cc1cc(N(C)C)cc(C)c1N=Nc1cc[n+]([O-])cc1 | 0.7
OC(c1ccc(F)cc1)c1nc(-c2cccs2)cs1 (stereo unspecified) | -6.9
CCN(CC)S(=O)(=O)c1ccc(NC(=O)COC(=O)CNC(=O)C2CCCCC2)cc1 | -6.1
CC1(C)CN(CCc2ccccc2)C(=O)[C@H]1CC(=O)Nc1ccc(Br)cc1 | -5.0
COc1ccccc1C=NNc1nc(C)cc(=O)[nH]1 | -6.6
C#CCNC(=O)C[C@H]1C[C@@]2(C(=O)OC)C(=C[C@H](C(C)(C)C)O[C@@H]2C)N(Cc2ccc3c(c2)OCO3)C1=O | -6.4
Cc1nc(C(F)(F)F)ccc1C(=O)N1CCC(C)(C(=O)O)C1 (stereo unspecified) | 4.2
Cc1c(C(=O)N(C)Cc2ccc(F)cc2)sc(=O)n1Cc1ccc(Cl)c(Cl)c1 | -5.6
O=C(Nc1cccc(Oc2ccccc2)c1)C1Cc2c(-c3ccc4c(c3)OCO4)ccnc2O1 (stereo unspecified) | -2.0
CC(C)CNC(=O)C1C(=O)Nc2ccccc2C(=O)N1C1CCCCC1 (stereo unspecified) | -6.1
COc1ccc([C@H]2N[C@]3(CCCN(Cc4ccc(F)cc4)C3=O)[C@H]3C(=O)N(C)C(=O)[C@@H]23)cc1 | -6.6
CCOC(=O)C1CCCCN1C(=O)c1cc2ccc(OC)cc2c2cc(OC)c(OC)cc12 (stereo unspecified) | -1.9
OCCn1cnc2c(SCc3ccccc3)ncnc21 | 3.4
Cc1cc(C(=O)NNC(C)Cc2ccccc2)no1 (stereo unspecified) | -5.2
Cc1onc(-c2ccccc2)c1C(=O)OCC(=O)Nc1ccccc1Cl | -5.7
Cc1cccnc1C(NC(=O)C1CCN(Cc2ccc(Cl)c(Cl)c2)CC1)c1ccc(Cl)cc1 (stereo unspecified) | -5.5
COC(=O)C1=C(C)N(C)C(=NCc2ccccc2)NC1c1cccc(Cl)c1 (stereo unspecified) | -7.8
CC(C)NC(=O)C1C(c2ccc(C(F)(F)F)cc2)=Nc2ccccc2N1C(=O)c1cccc2ccccc12 (stereo unspecified) | -6.6
CCOC(=O)C1CCCN(C(=O)c2cccc(C(F)(F)F)c2)CC1 (stereo unspecified) | -5.0
CCOc1ccc(NS(=O)(=O)c2cccc(C(=O)NCC3(N(C)C)CCCCC3)c2)cc1 | -4.7
NCC1C2CCC(O2)C1CO (stereo unspecified) | 4.5
COc1ccc(Br)cc1CNC(=O)C1CCCN(S(=O)(=O)N2CCC(C)CC2)C1 (stereo unspecified) | -3.3
c1ccc(CN=C2CCCc3ccccc3N2)cc1 | 1.7
CC(C)[C@@H](N)C(=O)NC[C@H]1O[C@@H](n2cnc3c(=O)[nH]c(N)nc32)[C@H](O)[C@@H]1O | -6.2
Cc1ccc(Cl)cc1-c1cc(C(=O)N2CCc3ccccc3C2)[nH]n1 | -5.9
CC1(C(=O)NS(=O)(=O)Cc2ccccc2C(F)(F)F)CCN1C(=O)Cc1cccs1 (stereo unspecified) | -3.8
C=CCN=C1NC(c2ccccc2)C(C(=O)OC)=C(C)N1Cc1ccccc1C(F)(F)F (stereo unspecified) | -4.3

Source: PubChem
